# Screening results from PubChem BioAssay.
# EP2 modulator – EP2 receptor modulators, cAMP readout, primary screen, cell-based, HTRF cAMP, PGE2 stimulation; EP2-expressing cells, cAMP HTRF FRET, PGE2 co-stimulation; induction, % at 25 µM; 0.83% of 260,000 active;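 active means compounds whose cAMP rise, as percent of the full-agonist control response, exceeds 60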;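 further: rat C6 glioma line stably carrying human EP2 under a CMV promoter; the protocol text gives 20 µM as final concentration; 100% = response of wells given 1 µM PGE2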
# PGE2 EP2 inh – human EP2 receptor antagonists, primary screen, TR-FRET cAMP, C6 glioma cells; C6 glioma cells expressing human EP2; cells stimulated with saturating PGE2; inhibition, % at 25 µM; 0.52% of 260,000 active; AID 1422, 2008;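 active means percent inhibition above 40 after rounding to a whole number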;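 further: rat C6 glioma host cells with rolipram phosphodiesterase inhibitor present; the protocol text gives 20 µM as final concentration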
# NPY-Y1 PAM-ag – NPY-Y1 receptor potentiators or agonists, primary screen, cell-based; NPY-Y1 expressing cells, potentiator/agonist activation; activation, % at 3.6 µM; 0.37% of 220,000 active; AID 1304, 2008; in the data active means activation above about 33%, passing the limit was not always enough;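 further: cells stimulated with NPY at EC10 then isoproterenol at EC100; 0% = low agonist plus stimulus and 100% = saturating agonist plus stimulus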
# 14-3-3 Bad PPI – inhibitors of 14-3-3 zeta/Bad binding, primary screen, biochemical, TR-FRET, bovine 14-3-3 zeta; 14-3-3 protein zeta/delta (Bos taurus), P63103; TR-FRET 14-3-3zeta/Dy647-pBad peptide displacement, 1 h; inhibition, % at 21.7 µM; 0.71% of 220,000 active;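 active means inhibition above about 70%, limit read from the data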;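 further: 0% = full 14-3-3 plus peptide FRET controls and 100% = background without 14-3-3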
# Target sequence (P63103 whole entry, looked up): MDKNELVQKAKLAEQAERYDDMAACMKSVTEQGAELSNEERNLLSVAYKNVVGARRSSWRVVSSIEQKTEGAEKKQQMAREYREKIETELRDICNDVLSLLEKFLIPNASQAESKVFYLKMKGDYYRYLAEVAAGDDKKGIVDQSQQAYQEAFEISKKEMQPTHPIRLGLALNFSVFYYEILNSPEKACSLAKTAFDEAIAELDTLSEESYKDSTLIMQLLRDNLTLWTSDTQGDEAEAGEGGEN
# TRPN1 ag – zebrafish TRPN1 channel agonists, primary screen, cell-based, HEK293, calcium fluorescence; HEK293 zebrafish TRPN1-YFP, Fluo-8 calcium fluorescence; 100% = response to 87 µM carbachol; activation, % at 3 µM; 0.18% of 220,000 active;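 active means activation above its plate's cutoff, the mean activation of test wells on that plate plus 3 SD, cut at about 19% in these data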;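 further: 0% = DMSO alone and 100% = 87 µM carbachol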
#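 Control set: carbachol 87 µM as high control, DMSO as low control; system: HEK293 stable line with zebrafish TRPN1-YFP; read-out: % activation versus carbachol response; detection: intracellular calcium fluorescence with Fluo-8; doses: single test compound dose, 3 µM nominal, 0.3% DMSO; schedule: dye 1 h 37 °C plus 30 min RT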
# CHOP inh – inhibitors of CHOP promoter induction, primary screen, cell-based, unfolded protein response, luciferase reporter; CHO-K1 CHOP-promoter luciferase, tunicamycin-induced, 15-18 h; AID 2732, 2010; 3.8% of 220,000 active; inhibition, % at 10 µM;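 active means compounds that reduced the stress-induced luciferase reporter signal by more than about 70% of percent inhibition, limit read from the data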;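 further: 0% = tunicamycin plus vehicle and 100% = wells without tunicamycin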
# TRPML3 agonist – human TRPML3 channel agonists, primary screen, cell-based, HEK293 TRPML3-YFP, Fluo-8 calcium fluorescence, 3 µM; Mucolipin-3 (Homo sapiens), Q8TDD5; 100% = the carbachol control signal; activation, % at 3 µM; 0.29% of 220,000 active;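 active means activation above its plate's cutoff, the mean activation of the plate's test wells plus 3 SD, cut at about 12% in these data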;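 further: 0% = DMSO only wells and 100% = carbachol wells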
# Target sequence (Q8TDD5 whole entry, looked up): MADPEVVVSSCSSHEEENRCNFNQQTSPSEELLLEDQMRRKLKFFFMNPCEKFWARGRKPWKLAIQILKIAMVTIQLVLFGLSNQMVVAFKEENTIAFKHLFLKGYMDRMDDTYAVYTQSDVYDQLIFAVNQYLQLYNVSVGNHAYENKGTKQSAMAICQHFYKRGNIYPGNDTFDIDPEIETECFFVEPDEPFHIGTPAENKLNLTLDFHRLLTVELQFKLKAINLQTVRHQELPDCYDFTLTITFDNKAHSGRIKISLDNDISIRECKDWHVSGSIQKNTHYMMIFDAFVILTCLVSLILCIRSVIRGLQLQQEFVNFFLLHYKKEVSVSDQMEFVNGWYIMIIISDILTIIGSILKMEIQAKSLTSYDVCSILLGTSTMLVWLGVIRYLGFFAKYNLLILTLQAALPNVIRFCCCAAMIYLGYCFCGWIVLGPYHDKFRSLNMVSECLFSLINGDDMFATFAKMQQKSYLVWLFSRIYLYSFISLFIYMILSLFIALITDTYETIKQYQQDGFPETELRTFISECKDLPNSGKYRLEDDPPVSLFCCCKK
#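 system = HEK293 cells stably carrying human TRPML3-YFP | doses = one concentration, 3 µM nominal, 0.3% DMSO | timing = dye loading 1 h 37 °C then 30 min ambient, 125 s read | detection = Fluo-8 calcium dye fluorescence, ex 470-495, em 515-575 nm | benchmarks = high control carbachol 87 µM, low control DMSO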
# PPC-1+TRAIL kill – compounds killing PPC-1 cancer cells with TRAIL present, primary screen, TRAIL potentiator project, ATPLite luminescence, uHTS; 0.41% of 220,000 active; cell killing (% activity), % at 4 µM; PPC-1 cells + TRAIL, ATPLite viability luminescence;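 active means cell killing above 50% in the first pass at 4 µM, then a duplicate retest at 5 µM averaging 50% or more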;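 further: plate controls were cells with TRAIL plus DMSO for no effect and medium-only wells lacking cells for full effect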
# NPY Y1 blocker – NPY-Y1 receptor antagonists, primary screen, cell-based; Neuropeptide Y receptor type 1 (Homo sapiens), P25929; HEK293-CNG Y1 cells, membrane potential fluorescence; NPY at EC95, then isoproterenol; inhibition, % at 3.6 µM; 1% of 200,000 active; AID 1040, 2008;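 active means inhibition above the campaign mean inhibition of all tested compounds plus 3 SD, cut at about 20% in these data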;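 further: 0% = DMSO wells given NPY plus isoproterenol and 100% = isoproterenol alone without NPY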
#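 Material: HEK293 Y1/CNG channel cell line; also added: NPY (25 nM), isoproterenol (1 µM), Ro 20-1724 (25 µM); doses: one concentration, 3.6 µM, in 0.4% DMSO; schedule: compound incubation 1 h at room temperature, readout 45 min post-stimulation; technique: membrane potential fluorescence; measure: fluorescence ratio normalized to % inhibition between controls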
# Numbers without * were called inactive; . = no result given; & = joins results of further samples; [ ] = remark or other dose. Some of the compounds tested; rates above refer to the full screens.
SMILES,EP2 modulator,PGE2 EP2 inh,NPY-Y1 PAM-ag,14-3-3 Bad PPI,TRPN1 ag,CHOP inh,TRPML3 agonist,PPC-1+TRAIL kill,NPY Y1 blocker
CCOC(=O)NN1C(=O)c2ccccc2NC1c1ccc(N(C)C)cc1 (centres undefined),23,5,-39,-15[fluorescence artefact?],0.6,-4,0.6,11,2
COc1cccc(CC2(CO)CCCN(Cc3cn[nH]c3-c3ccc(F)cc3)C2)c1 (centres undefined),11,8,2,3,0.3,9,0.9,16,4
Cn1cccc1/C=N/n1c(-c2ccc(C(C)(C)C)cc2)n[nH]c1=S,11,8,-26,-20,-2.2,-8,-1.5,24,2
O=S(=O)(c1ccc(F)cc1)N1CCCN(c2nccc(C(F)(F)F)n2)CC1,-14,8,4,10,-0.7,15,7.3,14,.
CCCCSc1cc(C)nc2ncnn12,-14,9,4,1[fluorescence artefact?],1.0,1,-0.1,29,-1
C=C(C)Cn1c(CCCNC(=O)C(C)(C)C)nc2ccccc21,26,8,-2,14,0.4,8,-0.1,21,-5
CSC1=NCCN1C(=O)c1ccc(C)cc1,21,8,-5,-2,-2.4,30,0.6,-6,-2
COc1cccc(CN2CCN(Cc3cc4ccccc4[nH]3)CC2CCO)c1 (centres undefined),-15,13,-5,-14,28*,0,11,-6,.
OC(COCc1ccccc1)CN1CCN(c2ccccc2)CC1 (centres undefined),6,3,-27,50[fluorescence artefact?],0.6,0,0.9,8,8
CCOC(=O)N1CCN(S(=O)(=O)N(C)C)CC1,8,7,9,5[fluorescence artefact?],-0.9,6,1.1,-23,3

# Some of these compounds in order of molecular weight, smallest number first.
SMILES,EP2 modulator,PGE2 EP2 inh,NPY-Y1 PAM-ag,14-3-3 Bad PPI,TRPN1 ag,CHOP inh,TRPML3 agonist,PPC-1+TRAIL kill,NPY Y1 blocker
CCCCSc1cc(C)nc2ncnn12,-14,9,4,1[fluorescence artefact?],1.0,1,-0.1,29,-1
CSC1=NCCN1C(=O)c1ccc(C)cc1,21,8,-5,-2,-2.4,30,0.6,-6,-2
CCOC(=O)N1CCN(S(=O)(=O)N(C)C)CC1,8,7,9,5[fluorescence artefact?],-0.9,6,1.1,-23,3
C=C(C)Cn1c(CCCNC(=O)C(C)(C)C)nc2ccccc21,26,8,-2,14,0.4,8,-0.1,21,-5
OC(COCc1ccccc1)CN1CCN(c2ccccc2)CC1 (centres undefined),6,3,-27,50[fluorescence artefact?],0.6,0,0.9,8,8
Cn1cccc1/C=N/n1c(-c2ccc(C(C)(C)C)cc2)n[nH]c1=S,11,8,-26,-20,-2.2,-8,-1.5,24,2
CCOC(=O)NN1C(=O)c2ccccc2NC1c1ccc(N(C)C)cc1 (centres undefined),23,5,-39,-15[fluorescence artefact?],0.6,-4,0.6,11,2
COc1cccc(CN2CCN(Cc3cc4ccccc4[nH]3)CC2CCO)c1 (centres undefined),-15,13,-5,-14,28*,0,11,-6,.
O=S(=O)(c1ccc(F)cc1)N1CCCN(c2nccc(C(F)(F)F)n2)CC1,-14,8,4,10,-0.7,15,7.3,14,.
COc1cccc(CC2(CO)CCCN(Cc3cn[nH]c3-c3ccc(F)cc3)C2)c1 (centres undefined),11,8,2,3,0.3,9,0.9,16,4

# (more compounds)
SMILES,EP2 modulator,PGE2 EP2 inh,NPY-Y1 PAM-ag,14-3-3 Bad PPI,TRPN1 ag,CHOP inh,TRPML3 agonist,PPC-1+TRAIL kill,NPY Y1 blocker
CCc1ccc(C(C)NC(=O)c2ccc(F)cc2)cc1 (centres undefined),-24,9,-8,4,0.6,62,-0.3,18,-9
O=C1N(Cc2cccc(Cl)c2)C[C@@H]2C[C@@H](c3cccn3-c3ccccn3)N3CCC[C@@]123,-10,10,-9,-17,-0.8,26,-0.8,-21,19
CN(Cc1nc2ccc(F)cc2[nH]1)Cc1nc(CC2CC2)no1,-23,15,15,-6,0.0,15,1.0,4,4
COc1ccccc1-c1nnc(NC(=O)C2=COCCO2)o1,16,7,-2,-3,0.1,3,-0.2,31,-5
Cc1cccc(C)c1NC(=O)C[N+](C)(C)CC(O)COc1cccc2ccccc12 (centres undefined),5,7,98*,-8,-1.3,46,0.2,5,-10
CC(C)c1ccc(NC(=O)C(c2ccccc2)N2CCOCC2)cc1 (centres undefined),25,6,.,0[fluorescence artefact?],.,52,.,0,.
O=C(Nc1cccc(Cl)c1)ON=C1c2ccccc2-c2ccccc21,-21,17,-33,2,-2.0,9,-1.0,19,4
O=C(CSc1nnc(-c2ccncc2)o1)Nc1ccccc1Cl,24,10,-3,-1[fluorescence artefact?],1.1,-8,0.7,-12,8
Oc1ccccc1-c1cc(-c2ccco2)[nH]n1,-42,5,12,-15,-0.9,25,1.1,13,-6
COc1cc(-c2cc(=O)c3ccccc3o2)ccc1O,0,12,-15,-10,-1.4,-4,0.2,-23,9
Cc1cc(C2=NNC(=NC3CC3)SC2)c(C)n1-c1ccccc1F,-19,6,13,-8[fluorescence artefact?],-1.0,105*,0.2,64*,0
O=P(c1ccccc1)(c1ccccc1)c1nc(-c2ccc(Cl)cc2)oc1N1CCOCC1,53,11,18,13,-1.5,38,0.2,16,4
COc1ccc(Nc2nnc(SCC(=O)N3CC(=O)Nc4ccccc43)s2)cc1,-14,5,3,-4,-1.9,10,0.6,26,3
CCNc1ccc(S(=O)(=O)N(C)C)cc1NCC(=O)Nc1c(F)cccc1F,4,1,-15,-4[fluorescence artefact?],-1.0,13,0.3,20,0
COc1cc(C2=Nc3ccc(Br)cc3C(c3ccccc3)N2CC(=O)NN)cc(OC)c1OC (centres undefined),1,5,9,-1,-0.4,14,1.3,0,.
CN(CC(=O)Nc1ccc(N2CCOCC2)cc1)CC(=O)Nc1ccccc1[N+](=O)[O-],0,10,2,-15,0.0,15,0.4,3,-3
CCOc1ccc2nc(NC(=O)C3CCCO3)sc2c1 (centres undefined),-47&-3,16&13,23,-7,0.0,-1,0.4,.,5
Cc1ccc(OCCC(=O)Nc2ccc(F)c(Cl)c2)cc1,-59,8,-24,-11[fluorescence artefact?],-0.7,57,0.5,7,19
c1ccc2c(c1)ncc1cccn12,5,7,-24,-3,-0.6,1,1.1,-17,-4
COc1cc(C(=S)NCc2ccccc2)cc(Br)c1O,1,4,-21,-2,0.9,3,-0.3,17,13
O=C1C(Cc2ccc(Br)cc2)SC(=Nc2ccccc2)N1c1ccccc1 (centres undefined),19,6,0,8,-0.6,23,-0.3,9,2
CCc1ccc(NC(=O)CO/N=C(\C)c2cc3ccccc3o2)cc1,-63,8,-16,-1[fluorescence artefact?],-1.3,37,-0.4,-22,6
Cc1c(C(=O)NNc2c(Cl)cccc2Cl)n(C)oc1=O,2,13,1,-9,0.3,10,-0.2,-6,.
COc1cccc(OC)c1C(=O)Nc1ccc(NC(=O)c2ccco2)cc1,9,5,0,-4[fluorescence artefact?],1.3,1,1.1,16,2
O=C1NC(=O)C(CC(=O)N(Cc2cccs2)C2(C(=O)NC3CCCC3)CCCCC2)N1 (centres undefined),29,3,-35,2,0.3,-14,-0.8,7,11
O=C(Nc1ccc(NC(=O)c2ccc(S(=O)(=O)c3ccccc3)cc2)cc1)c1ccccc1,14,.,-9,17,1.0,-18,0.3,-2,-4
COc1ccc(OC)c(NC(=S)NCc2cccs2)c1,-19,4,-5,5,-1.0,0,-0.4,9,1
CN(O)/C=C1\C(=O)Nc2ccccc21,18,17,-3,-8,0.5,3,0.4,10,4
Cc1ccc([N+](=O)[O-])cc1S(=O)(=O)n1ccnc1C,-2,7,14,-3,-0.5,-5,1.2,.,2
Cc1ccc(C2CC(c3cccc(C)c3)n3ncnc3N2)cc1 (centres undefined),-18,6,.,5,.,21,.,-5,.
CCCCNCc1cc(OC)c(OCC(N)=O)cc1Br,18,3,-6,1[fluorescence artefact?],1.5,0,0.7,14,3
Cc1ccc(OCCCn2c(=O)oc3ccccc32)cc1,-13,4,-3,3,-2.9,-4,-1.0,-2,8
Cn1c(=O)c2c(ncn2CC(=O)OCC(=O)Nc2cc(Cl)ccc2Cl)n(C)c1=O,-4,3,-21,1,0.8,37,1.3,6,2
CC(Sc1nnc2ccccn12)C(=O)Nc1ccc(Cl)cn1 (centres undefined),12,13,16,-2,0.1,0,-0.1,9,1
CCN1CCN(CC(=O)Nc2ccc3c(c2)OCO3)C(=O)C1=O,38,13,-13,-8,1.1,27,1.0,.,-1
CC1CC(C)CN(CCCNC(=O)c2csc3c2CCCC3)C1 (centres undefined),-33,5,-13,13[fluorescence artefact?],-1.2,9,0.0,-2,6
COc1ccc(C(=O)Nc2cccc(-c3ccc4nncn4n3)c2)cc1,-62,6,-4,-11,2.4,27,1.1,14,5
CC(C)c1ccc(-c2c(C#N)c(N)nc(SCC(=O)N3CCCCC3)c2C#N)cc1,59,16,-1,-7,-0.8,9,0.6,4,0
N#CC(c1ccccc1)c1ccc2c(C(F)(F)F)cc(C(F)(F)F)nc2n1 (centres undefined),2,22,15,-13,0.1,70,-0.3,-11,-3
CCOC(=O)N1CCN(C(=O)Nc2cccc3ccccc23)CC1,37,4,8,0,1.0,-3,0.7,5,-2
CC1CCCCN1S(=O)(=O)c1ccc(C(=O)Nc2nnc(-c3ccccc3Cl)o2)cc1 (centres undefined),-14,.,95*,1,0.9,77*,0.5,-4,-16
COc1ccc(CCNC(=O)C2CC(=O)N(c3ccc(C(C)(C)C)cc3)C2)cc1OC (centres undefined),-31,5,4,-2,0.1,23,0.9,27,4
